# Assay outcomes (PubChem BioAssay)
# ERG-DNA inh – inhibitors of human ERG Ets domain-DNA interaction; hit rate 0.028% among 370,000; Potency, µM (highest dose often 76.9 µM), inactives show top-dose FP activity, negative = inhibition, most hits filed as inhibitors; P11308; AID 624246; fluorescence polarization, His-ERG Ets domain / labelled DNA; active = well fitted inhibition curve with a large enough effect in the polarisation, with a control signal flat; inconclusive = small, poorly fitted or top-dose-only effect, or effect the other way, or a change in a side signal; inactive = no such curve, though single readings can be large or run the other way; the % refers to the polarisation;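 also: polarization taken with two DNA probes labelled with fluorescein and Texas red; potency is read from the fitted curve at half-maximal effect; % of control where 0% means no effect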
#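 His-tagged ERG Ets domain (1 uM in the protein solution; 300mM KCl, 50mM Tris-HCl, 1mM EDTA, 1mM DTT, pH 7.5) received compound, then a probe mix of 5 nM fluorescein-DNA and 100nM Texas-615-DNA. Fluorescence polarization was read for both dyes.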
# POLK inh – DNA polymerase kappa (human) inhibition; AID 588579; purified Pol kappa, fluorescent DNA synthesis assay, 10 min; hit rate 0.53% among 400,000; Potency, µM (titrated, usually from 107 µM), for the others: at the top dose activity, negative = inhibition, most hits filed as inhibitors; also: potency is read from the fitted curve at half-maximal effect; % is scaled to controls: 0 for no effect and ±100 for the full control effect
#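 Fluorescent qHTS in 1536-well format: enzyme (10 nM) and compound sat 15 min at room temperature before 50 nM substrate (final) was added. Signal taken at 0 and 10 min; no-enzyme buffer wells were negative controls.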
# Anesthetic bind – candidate novel general anesthetic via apoferritin binding. P02791. apoferritin/1-aminoanthracene competitive binding, fluorescence. Potency, µM (series often up to 77.5 µM), inactives show at the top dose activity change, negative = displacement, usual class: inhibitors. hit rate 0.074% among 350,000; also: potency is read from the fitted curve at half-maximal effect; % is scaled to controls: 0 for no effect and ±100 for the full control effect; nearly all actives have a fitted effect of over 20% in size
#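 In PBS, apoferritin at 10 uM is loaded with 1-AMA from a 50% saturated solution. After 10 min of compound exposure at ambient temperature, reduced 535 nm fluorescence indicates probe displacement.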
# ALOX12 inh – inhibitors of human 12S-lipoxygenase ALOX12; purified 12hLO, xylenol orange hydroperoxide absorbance; Potency, µM (doses to about 108 µM), without a hit: at the top dose activity change, negative = inhibition, usual class: inhibitors; hit rate 1.1% among 580,000; AID 1671190; P18054; also: potency is read from the fitted curve at half-maximal effect; % is scaled to controls: 0 for no effect and ±100 for the full control effect
#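 Purified human 12hLO (150 nM final) in 25 mM Hepes, 0.01% Triton X-100, pH 7.0 was preincubated 15 min at room temperature with compound. Then 40 uM arachidonic acid was added, 30 min. Hydroperoxide was read by Fe-XO absorbance ratio 573/405 nm.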
# RGS4 inhibitor – inhibitors of human regulator of G protein signaling 4. AID 504845. hit rate 0.039% among 390,000. P49798. Potency, µM (series often up to 114 µM), without a hit: top-dose activity change, negative = inhibition, actives largely listed as inhibitors. Transcreener GDP fluorescence polarization, RGS4-accelerated GTP hydrolysis; also: potency is read from the fitted curve at half-maximal effect; % is scaled to controls: 0 for no effect and ±100 for the full control effect; nearly all actives have a fitted effect of over 75% in size; some results filed as inactive show a strong effect at the top dose
#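 MLSMR compounds (23 nl, pin-transferred) preincubated 10 min at room temperature with a 500nM (2x) first reagent, then RGS4 at 900nM (2x) plus Transcreener GDP mix added; fluorescence polarization (620/688 nm) read before and after 90 min at 30 °C.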
# POLB inh – blocks human DNA polymerase beta activity; P06746; Pol beta primer extension/strand displacement, fluorescence kinetic; Potency, µM (series often up to 114 µM), inactives show top-dose activity change, negative = inhibition, usual class: inhibitors; hit rate 1.3% among 340,000; AID 485314; also: potency is read from the fitted curve at half-maximal effect; % is scaled to controls: 0 for no effect and ±100 for the full control effect
#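 Kinetic readout of DNA synthesis with strand displacement by Pol beta. Compound and 10 nM enzyme sit 15 min at room temperature; 50 nM substrate starts the reaction, read immediately and at 10 min.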
# LDHA block – blocks human lactate dehydrogenase A; purified LDHA, NADH/diaphorase-resazurin fluorescence; stronger effect = lower value; hit rate 0.15% among 480,000; P00338; activity change, % (values are at about 110 or 230 µM); in the data active = activity change below about -30%; inconclusive = mostly about -25% to -30%;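 also: plate controls were DMSO wells for no effect and wells without enzyme for full effect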
#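 LDH5 2 nM; NADH 0.06 mM, pyruvate 0.2 mM; 200 mM Tris pH 7.4, EDTA, Tween-20; 5 min RT. Detection: diaphorase 0.133 mg/mL + resazurin 37 µM, fluorescence ex540/em590 at 0 and 20 min; normalized to enzyme-free and DMSO wells.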
# APEX1 inh – inhibitors of human APE1 endonuclease | P27695 | recombinant APE1, TAMRA/BHQ-2 abasic DNA cleavage fluorescence | Potency, µM (series often up to 65.8 µM), for inactives: at the top dose activity change, negative = inhibition, most hits filed as inhibitors | hit rate 0.35% among 350,000 | AID 2517;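 also: potency is read from the fitted curve at half-maximal effect; plate controls were vehicle for no effect and reference inhibitor for full effect; nearly all actives have a fitted effect of over 55% in size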
# Target sequence (P27695 whole entry, looked up): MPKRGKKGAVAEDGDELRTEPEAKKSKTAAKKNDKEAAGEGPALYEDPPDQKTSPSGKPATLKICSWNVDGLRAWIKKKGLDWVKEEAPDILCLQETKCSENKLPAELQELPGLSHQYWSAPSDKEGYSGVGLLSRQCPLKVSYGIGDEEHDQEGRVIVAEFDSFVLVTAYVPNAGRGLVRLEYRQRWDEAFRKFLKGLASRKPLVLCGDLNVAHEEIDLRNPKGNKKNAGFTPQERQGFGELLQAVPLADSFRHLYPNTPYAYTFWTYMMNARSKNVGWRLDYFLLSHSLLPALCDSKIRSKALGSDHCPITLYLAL
#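 Quantitative HTS: incision of a TAMRA/BHQ-2 double-stranded substrate bearing a tetrahydrofuran abasic site by 0.75 nM APE1 raises fluorescence. Substrate 50 nM final, added after 15 min compound preincubation at room temperature; progress as third-minus-first kinetic read difference.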
# Pol eta inh – DNA polymerase eta (human) inhibition | recombinant Pol eta, fluorescent DNA replication assay | Potency, µM (titrated, usually from 114 µM), inactives show at the highest dose activity change, negative = inhibition, hits mostly inhibitors | hit rate 1.2% among 390,000 | Q9Y253; also: potency is read from the fitted curve at half-maximal effect; % is scaled to controls: 0 for no effect and ±100 for the full control effect
# Target sequence (Q9Y253 whole entry, looked up): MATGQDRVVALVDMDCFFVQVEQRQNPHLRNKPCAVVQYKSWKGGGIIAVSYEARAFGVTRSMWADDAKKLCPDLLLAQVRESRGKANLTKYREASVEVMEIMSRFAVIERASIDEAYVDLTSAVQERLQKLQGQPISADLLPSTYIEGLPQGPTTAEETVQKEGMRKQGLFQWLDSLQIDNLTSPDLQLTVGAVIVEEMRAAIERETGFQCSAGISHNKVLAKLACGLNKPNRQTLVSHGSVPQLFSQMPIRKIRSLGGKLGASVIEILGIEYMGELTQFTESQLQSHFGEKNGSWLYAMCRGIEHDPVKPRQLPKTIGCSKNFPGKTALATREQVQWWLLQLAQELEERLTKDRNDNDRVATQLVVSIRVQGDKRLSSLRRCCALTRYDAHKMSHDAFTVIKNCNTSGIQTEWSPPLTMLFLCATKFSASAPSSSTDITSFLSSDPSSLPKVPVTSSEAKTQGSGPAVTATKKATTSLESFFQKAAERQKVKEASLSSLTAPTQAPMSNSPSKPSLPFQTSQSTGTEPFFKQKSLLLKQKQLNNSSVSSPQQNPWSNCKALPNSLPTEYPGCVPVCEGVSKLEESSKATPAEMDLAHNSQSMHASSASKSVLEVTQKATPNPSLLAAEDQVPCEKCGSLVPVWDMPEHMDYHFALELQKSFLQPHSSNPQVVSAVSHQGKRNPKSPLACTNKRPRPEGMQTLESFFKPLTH
#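 Pol eta (10 nM) was preincubated with compounds for 15 min at room temperature, after which fluorescent replication substrate (50 nM final) was added to start the reaction. Fluorescence was read kinetically at 0 and 10 min.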
# * marks the source's active call; other numbers are inactive results; ? = inconclusive; / = not tested or not shown; & = joins results of further samples; [ ] = dose if it differs, or a comment. Unless noted, calls follow the shape of the dose curve; as a rule, active = well fitted curve in the direction sought with a large enough effect; inconclusive = small, poorly fitted or top-dose-only effect, or another doubt; inactive = no such curve, though single readings can be large; an effect the other way counts as inactive or inconclusive. The list is partial (hit frequency here may not be typical).
SMILES,ERG-DNA inh,POLK inh,Anesthetic bind,ALOX12 inh,RGS4 inhibitor,POLB inh,LDHA block,APEX1 inh,Pol eta inh
CCOC(=O)c1ccccc1NC(=O)C(=O)Nc1ccc2nc3n(c(=O)c2c1)CCCCC3,6.6%,1.1%,?,-27.1%,-4.9%,10.5%,1.0,/,-7.0%
CCOC(=O)NN1C(=O)c2ccccc2NC1C (centres undefined),11.4%,-5.3%,74.2%[activator],0.5%,4.5%,-3.2%,-11.2,12.8%,-3.9%
CCC(=O)Nc1ccc(Cl)c(NC(=O)c2cccc(OC)c2)c1,16.5%,4.1%,-3.1%,-6.5%&3.2%,7.3%,?,-1.6&-8.7,-5.4%,-10.0%
CCOC(=O)c1ccc(NC(=O)C2=C(C)Nc3nc(CCCO)nn3C2c2cccc(C)c2)cc1 (centres undefined),2.8%,-19.4%,-7.6%,389.5%[activator],-13.7%,15.6%,-0.6,-3.9%,-21.7%
COCCCNC(=O)C[C@H]1C[C@H](C(=O)N2CCCCC2)[C@@]2(CCc3ccccc3)c3[nH]c4ccc(Cl)cc4c3CCN2C1=O,-6.1%,-3.1%,/,18.6%,-3.9%,/,2.4,4.5%,-28.6%
N#C/C(=C\Nc1ccc2c(c1)OCCO2)c1nc(-c2ccccc2)cs1,-3.9%,-1.1%,-10.7%,-10.0%,-3.9%,20.2%,-6.2,2.0%,-1.7%
O=C(COc1ccccc1F)NCC(c1ccco1)N1CCCC1 (centres undefined),5.6%,-9.4%,-6.5%,2.8%,9.0%,9.4%,-8.1,-1.5%,-15.7%
Cc1onc(-c2ccccc2)c1C(=O)Nc1ccon1,6.9%,17.7%,?,23.4%,-17.7%,0.9%,-1.2,0.1%,6.5%
Cc1cccc(N2C(=O)C=CC2=O)c1,-1.9%,-23.9%,/,-11.4%,?,/,-2.0,/,-3.3%
O=C(c1cc2cccc([N+](=O)[O-])c2oc1=O)N1CCOCC1,-6.8%,-1.2%,2.4%,9.5%,-11.9%,-19.8%,-7.7,1.6%,-6.9%
CCCCc1ccc(-c2c(C#N)c(N)nc3c2CCCC3)s1,0.9%,12.6%,-8.5%,37.3%[activator],-43.9%,24.6%,0.2,0.6%,-14.6%
CCc1ccc(-c2cc(N)n(-c3ccccc3)n2)cc1,-0.6%,-5.6%,-6.1%,0.7%,-13.2%,3.3%,0.1,-6.0%,-26.5%
Cn1c(N)c(C(=O)c2cc(-c3ccncc3)nc3ccccc23)c(=O)n(C)c1=O,-5.5%,-11.3%,0.6%,-10.7%&-4.5%,8.7%,-6.1%,-0.2&-4.4,10.3%,7.6%
O=C(NCCC1CCCCN1S(=O)(=O)c1cccs1)C(=O)Nc1cccc(F)c1 (centres undefined),/,-12.2%,/,-9.5%,-16.8%,/,-1.4,-2.6%,-12.9%
CCOc1ccc(NC(=O)Cn2nc(Cc3cccnc3)c3ccccc3c2=O)cc1,-0.5%,-22.1%,-9.6%,-3.5%,-5.5%,9.2%,-0.4,/,-6.6%
CCOC(=O)C1=C2NC(=O)c3ccccc3N2C(=O)C1,13.7%,-11.1%,-4.8%,-14.7%,-41.4%,-21.7%,1.1,-9.2%,-6.8%
O=C(NC(=S)NCCC1=CCCCC1)c1ccccc1Br,70.4%[activator],-6.7%,?,15.8µM*,?,-13.0%,-1.2,1.8%,?
COC(=O)c1cn(-c2cccc(C)n2)cn1,-5.8%,1.4%,-6.1%,0.1%,3.6%,2.0%,-3.8,7.2%,-13.1%
Cc1csc(Sc2ccc([N+](=O)[O-])cc2C(=O)OCC(=O)NC(=O)NC(C)(C)C)n1,9.9%,0.4%,?,32.8%[activator],-32.0%,-16.0%,-3.1,-7.0%,-23.3%
COC(=O)C1CSC(C(=O)OC)N1C(=O)CN1CC(C)OC(C)C1 (centres undefined),4.3%,-10.2%,-2.7%,0.0%,-7.4%,-5.9%,-4.8,-7.0%,-3.7%
Cc1c(/C(O)=C2/C(=O)C(=O)N(CCN3CCOCC3)C2c2cccnc2)cnn1-c1ccccc1 (centres undefined),-2.1%,-4.9%,-7.6%,0.0%,-13.3%,7.4%,-6.2,-4.2%,-6.4%
Brc1ccc(N=NNc2ccccc2)cc1,9.2%,-11.3%,-23.7%,?,-28.9%,-0.4%,2.8,-6.9%,-9.7%
Cc1ccc(-c2nnc(Nc3ccc4c(c3)nc(C)n4C)c3ccccc23)cc1,/,-6.0%,-2.8%,4.6%,-6.1%,?,-6.5,-1.6%,-9.4%
COC(=O)C(=O)/C=C(\O)c1c(C)cc(C)cc1C,-0.1%,-0.5%,-15.0%,110.8%[activator],-0.6%,-1.3%,3.5,1.6%,-20.3%
COCCCNS(=O)(=O)c1ccc2c(c1)CCN2C(C)=O,0.7%,-14.3%,-9.9%,-8.8%,?,40.9%,-4.8,17.4%,-7.3%
# (continued)
SMILES,ERG-DNA inh,POLK inh,Anesthetic bind,ALOX12 inh,RGS4 inhibitor,POLB inh,LDHA block,APEX1 inh,Pol eta inh
O=C(CSc1nc2c(c(=O)[nH]1)CCCC2)Nc1ccc(Cl)cc1F,12.9%,-5.5%,-11.4%,-10.5%,11.2%,9.4%,5.0,4.7%,2.0%
O=C(Nc1ccccc1)N1CCC(=S)Nc2ccccc21,-1.7%,-10.5%,1.1%,4.8%,7.2%,52.8%,-7.0,3.0%,-15.9%
COc1ccc(CCNC(=O)C2CCCN2C(=O)NC2CCCCC2)cc1OC (centres undefined),-2.1%,-13.1%,-5.1%,-13.6%,38.9%,30.8%,2.4,20.4%,8.4%
O=C(NNC(=S)Nc1ccccc1)c1ccccc1[N+](=O)[O-],-6.8%,-12.8%,-15.2%,12.6%,-26.5%,-7.5%,-4.9,3.8%,8.3%
Cc1ccc(NC(=O)COC(=O)CN2C(=O)NC3(CCCC3)C2=O)cc1F,3.2%,-9.4%,/,241.5%[activator],14.0%,/,-1.6,-8.8%,-12.6%
Cc1ccccc1OCC(=O)Nc1cccc2nsnc12,-12.0%,0.1%,-0.8%,0.0%,-20.8%,14.9%,-0.9,1.2%,?
Cc1ccc(C)c(NS(=O)(=O)c2ccc3[nH]c(=O)oc3c2)c1,44.0%[activator],?,-15.5%,-28.0%,18.5%,31.6µM*,-3.8,-1.3%,31.6µM*
Cc1cccc(C(=O)OC(C)C(=O)Nc2ccc(S(=O)(=O)Nc3ncccn3)cc2)c1C (centres undefined),-5.9%,-12.8%,/,-19.2%,10.5%,/,-3.3,6.1%,-7.3%
O=C(O)Cc1ccc(C(=O)c2ccc(Cl)cc2Cl)s1,7.5%,-4.5%,-13.8%,-24.6%,-10.7%,2.3%,2.0,-6.5%,-5.8%
Cc1nc(-c2ccc(Cl)cc2)sc1C1(C)CC(c2cccc(F)c2)=NO1 (centres undefined),0.6%,-14.9%,-7.3%,-6.3%,1.1%,12.1%,-1.7,-2.7%,-14.9%
COCCn1c(SCc2ccc(OC)c(F)c2)nnc1-c1ccncc1,-1.1%,-5.5%,1.9%,-0.5%,1.9%,5.0%,-2.9,26.8%,-3.1%
CC(=O)c1cc(-c2ccccc2)n(CC(=O)Nc2cc(C)cc(C)c2)c1C,6.4%,-3.2%,6.0%,-15.0%,14.7%,11.2%,-7.9,3.3%,-5.8%
COC(=O)CSc1nnc(CNC(=O)c2cccs2)n1-c1cc(OC)ccc1OC,-9.8%,-8.0%,-8.8%,-21.4%,17.6%,-1.0%,-4.0,5.3%,8.4%
O=C(O)CCc1nnc(SCC(=O)Nc2ccc(Br)cc2)[nH]c1=O,10.7%,-7.6%,-8.4%,-2.8%,25.3%,-14.0%,-17.9,0.2%,-14.6%
COc1ccc(C2=Nn3c(nnc3-c3ccncc3)SC2)cc1,10.4%,-6.8%,-4.8%,0.0%,12.0%,-0.1%,-3.0,?,-17.0%
COc1cccc(CNC(=O)c2cc3c(s2)-c2ccccc2OC3)c1,-4.4%,-17.0%,126.0%[activator],-19.9%,7.6%,10.5%,-1.8,/,-6.1%
CCOC(=O)c1c(C)n(C)c2ccc(OC)c(NC(=O)CN3CCN(Cc4ccccc4)CC3)c12,-9.8%,1.8%,-18.3%,0.0%,4.6%,0.7%,7.8,3.4%,0.3%
CCN(CC)S(=O)(=O)c1ccc(S(=O)(=O)Nc2c(C)nn(C)c2C)cc1,-1.3%,-20.5%,/,5.4%,-22.2%,/,-3.4,10.7%,-7.4%
Cc1ccc(-c2nnc(N3CCC(C)CC3)c3ccccc23)cc1,-1.1%,0.1%,-18.9%,-10.6%,24.4%,-26.3%,0.2,3.1%,1.2%
Cn1cc([N+](=O)[O-])c(C(=O)N/N=C/c2ccncc2)n1,-8.6%,-5.7%,-2.8%,1.0%,-6.5%,4.8%,0.0,-7.9%,-11.0%
COc1ccc(C(=O)COC(=O)c2ccc(OC)c(OC)c2)cc1OC,-1.0%,8.0%,2.7%,-0.2%,13.4%,16.3%,0.8,-0.8%,5.8%
